Source: PubChem
Insulin prom inh: inhibitors of insulin promoter-driven GFP, primary screen, imaging, TRM-6 cells (human fetal islet line), eGFP reporter, cell count; 130,000 compounds, 0.9% hits; inhibition, % at 2 µM; reporter expression induced with tamoxifen;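 active = inhibition above the mean plus 3 SD, with well images judged a real hit on visual review, cut at about 60% in these data, passing the limit was not always enough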
SDO1 yeast rescue: growth rescue of sdo1-depleted yeast, primary screen, S. cerevisiae, bone marrow failure model; 140,000 compounds, 0.21% hits; S. cerevisiae sdo1-depleted JHY4D growth rescue, OD600 30 h; active compounds read high; pdr5 snq2 efflux-pump mutant strain; z-score at 10 µM;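 active = z-score above 3 at both the 24 hr and the 30 hr optical density reads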;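 also: z-score against mean and SD of all compound wells on the same plate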
SDO1 yeast rescue Rescue 24 h: further read-out of SDO1 yeast rescue, marked with its call; z-score; S. cerevisiae sdo1-depleted JHY4D growth rescue, OD600; measured here: growth rescue at 24 h;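 0 is the plate mean of compound wells and units are plate SD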
Starred values were filed as active, the others as inactive; . = no result given; & = joins results of further samples. An excerpt, so the mix of outcomes need not match the whole.

smiles	Insulin prom inh	SDO1 yeast rescue	SDO1 yeast rescue Rescue 24 h
O=C(NN1C(=O)C2C3C=CC(C4CC34)C2C1=O)c1cccc(Cl)c1 (stereo not given)	-3	0.72	0.77
Cc1csc(SCC(=O)NCCc2ccc(Cl)cc2)n1	-16	-0.31	0.2
CN(CC(=O)NCCc1ccccn1)S(=O)(=O)c1ccc(Cl)cc1	-33	.	.
COc1ccc2c(c1)CCc1c(C(=O)Nc3c(C)nn(Cc4ccccc4)c3C)noc1-2	-50	0.18	-0.02
CC(C)CC(=O)NC(Nc1ccc([N+](=O)[O-])cc1)C(Cl)(Cl)Cl (stereo not given)	-40	-0.63	-1.2
COc1ccc(CCN2C(=O)c3[nH]nc(-c4ccccc4O)c3C2c2ccccc2)cc1OC (stereo not given)	3	2.3	1.4
CCC(=O)Nc1cccc(NC(=O)CN2CCN(c3ccccc3OC)CC2)c1	26	0.79	0.43
Cc1ccc(SC(c2ccc(C)cc2)C(Cn2cncn2)C(=O)c2ccccc2)cc1 (stereo not given)	-11	-1.8	-0.51
Cc1cccc(C2NS(=O)(=O)N=C2N)c1 (stereo not given)	-14	1.4	0.95
COC(=O)CSc1cc(C(F)(F)F)nc(-c2ccccn2)n1	29	-0.66	-1.2
O=C(NNc1nc2cc3c(cc2s1)OCCO3)c1ccc(F)cc1	22	.	.
O=S(Cc1ccc(Br)cc1)Cc1nnc(SCc2ccc(Cl)cc2)n1-c1ccccc1 (stereo not given)	10	-0.73	-0.29
S=C(Nc1ccccn1)c1ccccn1	.	-0.14	-0.25
Cc1cc(C(=O)CN2C(=O)NC(C)(c3cccc(Br)c3)C2=O)c(C)n1Cc1ccco1 (stereo not given)	.	-0.9	0.14
CCOc1[nH]c(/N=C/c2ccco2)c(C#N)c1C#N	.	0.75	0.93
CN(C)S(=O)(=O)c1ccc(NC(=O)COc2ncnc3c2cnn3-c2ccccc2)cc1	.	0.42	-0.04
CCN(Cc1ccccc1)S(=O)(=O)c1ccc(C(=O)N2CCN(c3nc4ccccc4s3)CC2)cc1	31	-0.47	0.44
COC(=O)c1c(NC(=O)CSc2nnnn2-c2ccccc2)sc2c1CCC(C(C)(C)C)C2 (stereo not given)	17	1.8	2.1
CC(C(=O)NC1CCCC1)N1CCN(Cc2ccccc2)CC1 (stereo not given)	41	.	.
Cc1ccc2oc(-c3ccccc3)c(C(=O)O)c(=O)c2c1	20	0.62	-0.3
Cc1ccc2cc(CNC(C)C)c(=O)[nH]c2c1	.	1.1	1.9
C=CCn1c(=O)[nH]c2cc(C(=O)N3CCN(c4cccc(Cl)c4)CC3)ccc2c1=O	.	-0.42	-0.25
CC(=O)Nc1ccc(S(=O)(=O)N2CCN(c3ccc(C)c(Cl)c3)CC2)cc1	.	-1.1	-0.07
COC(=O)c1cnn(-c2nc3c(C)cccc3s2)c1C	-17	-1	-0.03
CCc1c(C(=O)NNC(=S)NCc2ccccc2)csc1C	-85	-0.96	-0.64
COc1cc(SC)ccc1C(=O)Nc1ccncc1	-33	.	.
CN(CCO)c1ncnc2nc[nH]c12	.	0.07	-0.35
CCOc1ccccc1N1CC(C(=O)NCCc2ccc(S(N)(=O)=O)cc2)CC1=O (stereo not given)	7	0.25	-0.37
COc1cc(C(=O)N(CCc2ccccc2)C2=CC3CCC(C2)N3C)cc(OC)c1OC (stereo not given)	-294	1	2
Cc1sc2nc(SCC(=O)N3CCN(CCO)CC3)n(-c3ccccc3)c(=O)c2c1C	-30	0.71	0.21

The final five records of the part before open the next one:
smiles	Insulin prom inh	SDO1 yeast rescue	SDO1 yeast rescue Rescue 24 h
COc1cc(SC)ccc1C(=O)Nc1ccncc1	-33	.	.
CN(CCO)c1ncnc2nc[nH]c12	.	0.07	-0.35
CCOc1ccccc1N1CC(C(=O)NCCc2ccc(S(N)(=O)=O)cc2)CC1=O (stereo not given)	7	0.25	-0.37
COc1cc(C(=O)N(CCc2ccccc2)C2=CC3CCC(C2)N3C)cc(OC)c1OC (stereo not given)	-294	1	2
Cc1sc2nc(SCC(=O)N3CCN(CCO)CC3)n(-c3ccccc3)c(=O)c2c1C	-30	0.71	0.21
Cc1ccc(NC(=O)c2cn(CCC#N)nc2-c2cccs2)c([N+](=O)[O-])c1	.	0.02	0.02
Fc1cc(F)c2nc(Nc3nc4cc5c(cc4s3)OCO5)sc2c1	-28	1	1.7
CC(C(=O)N1c2ccccc2Sc2ccccc21)n1nnc(-c2cccs2)n1 (stereo not given)	-15	-1.7	-0.93
COc1ccc(NC(=O)C2=C(C)C(=O)OC23CCC(C)CC3)cc1Cl (stereo not given)	-44	-0.98	-0.59
CCOc1ccc(C(=O)Nc2cc(OC)ccc2OC)cc1	14	-0.74	-1.1
CCCN1C(=O)/C(=C/c2ccncc2)SC1=S	7	-0.58	-0.2
COC(=O)COc1ccc(S(=O)(=O)N2CCc3ccccc3C2)cc1C	25	-0.48	-0.33
CC1(C)CC(=O)C(CCCN2C(=O)c3ccccc3C2=O)C(=O)C1	.	-0.76	-0.89
CC(Oc1cccc(Cl)c1)C(=O)NCCCCc1ccccc1 (stereo not given)	30	-0.03	0.4
COc1ccc(CCNC(=O)C(=O)NCC2OCCN2S(=O)(=O)c2ccc(Br)cc2)cc1OC (stereo not given)	.	-0.26	0.12
CN=C(Nc1cc(C)nn1-c1ccccc1)c1ccc(F)cc1	0	-0.58	-0.75
FC(F)(F)c1ccc(N2CCOCC2)c(NC2=NCCCCC2)c1	.	-0.63	0.53
CN(CCOC(=O)c1ccc2c(c1)OCCO2)C(C)(C)C	-17	1.3	1.2
CCCc1nnc(NC(=O)CCC(=O)N2CCCCCC2)s1	0	0.38	-0.39
CCC(CC)C(=O)Nc1nnc(-c2cccs2)s1	.	0.74	1.4
Cn1cnnc1SCC(=O)N1CCc2ccccc21	44	1	0.29
CC(=O)Nc1cccc(NC(=O)c2c(-c3c(Cl)cccc3Cl)noc2C)c1	.	0.17	0.57
COCC(=O)Nc1ccc(Br)cc1	73*	0.13	0.05
Cc1ccc(C(=O)OC2OC(=O)C(Cl)=C2N2CCOCC2)cc1 (stereo not given)	.	1	0.56
Cc1ccc(C(=O)c2cc([N+](=O)[O-])ccc2N2CCCCC2)cc1	.	-1	-1.4
CN1CCN(C(=O)C(Cc2ccccc2)NS(=O)(=O)c2ccc3c(c2)CCC(=O)N3)CC1 (stereo not given)	.	0.78	0.34
O=C(Nc1ccccc1N1CCCC1)c1cccc(Cl)c1Cl	-57	.	.
O=C(COC(=O)C1CCN(S(=O)(=O)c2cccs2)CC1)NCc1ccccc1	27	.	.
N#C/C(=C\c1ccccc1OCc1ccc(C(=O)O)cc1)c1ccccc1	-14	.	.
CCOc1cc(NS(=O)(=O)c2ccc(NC(C)=O)cc2)c(OCC)cc1NC(=O)c1cccs1	-17	-0.92	-0.52
O=S(=O)(c1ccc(Cl)cc1)N1CCN(C2CCCCCC2)CC1	-50	0.12	-0.32
O=C(OC1CCOC1=O)c1ccc2ccccc2n1 (stereo not given)	8	1.7	2.1
COc1ccc(/C=N/n2c(-c3n[nH]c4c3CCC4)n[nH]c2=S)cc1OC	-40	1.3	-0.07
O=C(CSc1nnc(C23CC4CC(CC(C4)C2)C3)o1)Nc1ccc(N2CCOCC2)c(Cl)c1	30	-0.39	-0.45
Cc1nonc1NC(=O)N1CCCC1	43	-0.04	-0.11
Cc1ccccc1-n1cnc2cc(NCc3cccs3)ccc21	-31	-0.94	-1.1
Cc1cccc(NC(=O)c2oc3ccc(S(=O)(=O)N4CCOCC4)cc3c2C)c1C	-23	-0.44	-0.03
Cc1ccc(S(=O)(=O)Nc2ccc(NC(=O)Nc3ccc(F)cc3F)cc2)cc1	.	1.1	1
O=C(NC(=S)NNC(=O)c1ccccc1O)c1cccnc1	-67	.	.
Cc1ccc(OCC(=O)OCc2c(C)noc2C)cc1C	16	0.04	0.37
CCN(CC)CCn1c(-c2ccccc2)nc(=S)c2c1CC(C)(C)OC2	-32	-0.06	-0.86
Cc1cc(N2C(=O)C3C4c5ccccc5C(c5ccccc54)C3C2=O)no1 (stereo not given)	-62	0.1	0.26
COc1cccc(-c2nc(CS(=O)(=O)CC(=O)N3CCc4ccccc43)c(C)o2)c1	.	-1.7	-1.5
O=C(NCNC(=O)c1ccccc1)c1ccccc1	27	0.33	0.14
CC(=O)c1ccc2c3c(ccc(O)c13)CC2	0	-0.22	-0.8
COc1ccc(NC2=C(c3ccc(OC)cc3)C(=O)c3ccccc32)cc1	9	-0.42	0.25
Cc1ccccc1C(=O)NNc1ccc([N+](=O)[O-])cc1	67	-0.16	-0.62
N#Cc1nc(-c2ccco2)oc1N1CCOCC1	-43	1.3	1.3
CCC(=O)Nc1ccccc1C(=O)OCc1ccc(C(=O)c2ccccc2)cc1	.	-0.08	-0.35
CN=C(Nc1ccc(Br)cc1)SC1CC(=O)N(c2ccc(OC)cc2)C1=O (stereo not given)	-78	.	.
COC(=O)C(C)N(C#N)c1nc(C)cc(C)n1 (stereo not given)	.	1.4	0.63
O=S(=O)(NCC1CCCO1)c1cccc(S(=O)(=O)N2CCCC2)c1 (stereo not given)	0	0.44	-1.1
COC(=O)C1=C(NC(=O)c2ccccc2[N+](=O)[O-])CCS1	-12	.	.
COCCNC(=O)c1cc2nc3c(c(C(F)(F)F)n2n1)CCc1ccccc1-3	38	.	.
COC(=O)C1C(=O)c2c([nH]c(C(=O)OCC3CCCO3)c2C)CC1C (stereo not given)	.	1	0.99
COCC(C)NCc1ccc(C)cc1C (stereo not given)	-142	0.83	0.58
O=C(NNc1cccc(Cl)n1)c1cccnc1Cl	32	1.1	0.37
COC(=O)Cc1c(C)c2ccc(OCC(=O)NCc3ccc4c(c3)OCO4)cc2oc1=O	0	0.53	0.25
COc1cccc(CNC(=O)C2CCN(S(=O)(=O)c3ccccc3)CC2)c1	.	0.55	1.1
CCN(CC(=O)Nc1ccccc1OC)CC(=O)Nc1c(Cl)ccc(C)c1Cl	0	.	.
Cc1[nH]c2ccccc2c1/C=N/NC(=O)c1cccc(S(=O)(=O)Nc2cccc(C(F)(F)F)c2)c1	-25	.	.
C=CCC(C)(NCc1ccccc1)c1ccc(C)cc1 (stereo not given)	4	0.54	-0.07
Cc1cc(C)n(-c2ccc(C(=O)OCC(=O)c3c(N)n(C)c(=O)n(C)c3=O)cc2)n1	-21	-0.03	-0.1
CC(C)(C)NS(=O)(=O)c1ccc(N2C(=O)c3ccccc3C2=O)cc1	29	-0.34	-1.4
COc1ccc2nc(SCC(=O)O)nc(C)c2c1	.	1.2	1.5

Shown as a hit in Insulin prom inh (from the list above):
smiles	Insulin prom inh	SDO1 yeast rescue	SDO1 yeast rescue Rescue 24 h
COCC(=O)Nc1ccc(Br)cc1	73*	0.13	0.05

Arranged by formula weight (falling): part of the list above
smiles	Insulin prom inh	SDO1 yeast rescue	SDO1 yeast rescue Rescue 24 h
COc1cccc(CNC(=O)C2CCN(S(=O)(=O)c3ccccc3)CC2)c1	.	0.55	1.1
O=S(=O)(NCC1CCCO1)c1cccc(S(=O)(=O)N2CCCC2)c1 (stereo not given)	0	0.44	-1.1
CC(=O)c1ccc2c3c(ccc(O)c13)CC2	0	-0.22	-0.8

Continued.
smiles	Insulin prom inh	SDO1 yeast rescue	SDO1 yeast rescue Rescue 24 h
Fc1ccccc1/C=N/n1cnnc1	-11	1.7	1.9
Cc1ccc(NC(=O)COC(=O)CN2C(=O)COc3ccccc32)cc1	17	-0.06	-0.38
Cc1csc(SCC(=O)Nc2ccc(S(=O)(=O)N3CCCC3)cc2)n1	-12	-0.36	-0.65
COc1ccc2nc(N3CCCCC3)c(C#N)cc2c1	.	-0.34	-0.26
CC(C)(C)C1=Nn2c(nnc2-c2ccccc2F)SC1	21	-0.3	-0.74
Nc1ccc(C(=O)N/N=C2\CCCc3c2[nH]c2ccccc32)cc1	0	0.04	-0.02
CCC(c1nnc(SCC(=O)Nc2ccc(Cl)cc2C(F)(F)F)n1C1CCCCC1)N(C)C (stereo not given)	.	-0.01	-0.24
O=C(Nc1nccs1)c1ccc(Br)c(S(=O)(=O)N2CCOCC2)c1	-119	0.41	0.03
CCOC(=O)Cc1csc(NC(=O)c2ccc(NC(C)=O)cc2)n1	32	1.1	0.62
Cc1ccc(-c2nc(-c3cccnc3)sc2CC(=O)Nc2ccc3nc(C)sc3c2)cc1	-18	0.17	2
CCN1CCCC1CNC(=O)COc1cc(=O)n(C)c2ccccc12 (stereo not given)	.	-0.44&0.78	-0.28&-0.11
N=c1scc(-c2ccccc2)n1/N=C/c1ccco1	.	-0.29	-0.96
CCOC(=O)c1sc(NC(=O)C(CC)OC(=O)C(CC(C)C)NC(=O)c2ccccc2)nc1C (stereo not given)	0	-0.79	-0.53
CCOC(=O)C1CCN(C(=O)c2ccc(N(C)S(C)(=O)=O)cc2)CC1	39	0.65	-0.04
O=C(N=C1c2ccccc2CN1c1ccc(F)c(Cl)c1)c1cccnc1Cl	18	-0.21	-0.44
COc1cccc(C2=NOC(C(=O)NCCN3CCOCC3)C2)c1 (stereo not given)	-82	-0.52	-1.1
CCN(CC)S(=O)(=O)c1ccc(C)c(C(=O)Oc2cccc(-c3cnc4ccccc4n3)c2)c1	38	0.03	0.03
Cc1ccc(C)c(N=Nc2ccc(O)c3ncccc23)c1	-186	.	.
